Screening data (PubChem BioAssay)
Vif-APOBEC3F blk – qHTS for Inhibitors of Vif-A3F Interactions: qHTS. HeLa A3F-eYFP + Vif (tagged APOBEC3F with the HIV-1 protein that degrades it), YFP fluorescence increase. Potency, µM (series often up to 46.1 µM), without a hit: top-dose activity, negative = active. 390,000 tested, 0.2% active. AID 602313, 2012; further: potency means the concentration at half of the fitted maximal effect; % of control where 0% means no effect; nearly all actives have a fitted effect of over 65% in size
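Fluorescence increase (Ex 488/Em 500-530) after overnight compound treatment at 37 deg C flags inhibition of Vif-driven A3F-eYFP loss in stable HeLa A3F-eYFP/Vif cells seeded overnight beforehand.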
LDHA block – qHTS assay for inhibitors of human lactate dehydrogenase; L-lactate dehydrogenase A chain (Homo sapiens), P00338; purified LDHA, NADH/diaphorase-resazurin fluorescence; stronger effect = lower value; activity change, % (values are at about 110 or 230 µM); 480,000 tested, 0.15% active; in the data active means activity change below about -30%; inconclusive means mostly about -25% to -30%;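 further: plate controls were DMSO wells for no effect and wells without enzyme for full effect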
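Human LDH5 at 2 nM final in Tris HCl pH 7.4 with 0.06 mM NADH and 0.2 mM pyruvate, reacted 5 minutes at room temperature. Remaining NADH coupled via diaphorase/resazurin; resorufin fluorescence read at 0 and 20 minutes, normalized to enzyme-free and DMSO wells.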
mIDH1 inhibitor – qHTS for Inhibitors of mutant isocitrate dehydrogenase 1 (IDH1): qHTS | Potency, µM (titrated, usually from 76.6 µM), for inactives: at the top dose activity change, negative = inhibition, actives largely listed as inhibitors | Isocitrate dehydrogenase [NADP] cytoplasmic (Homo sapiens), O75874 | IDH1-R132H enzyme, NADPH consumption, diaphorase/resazurin fluorescence | 390,000 tested, 0.093% active; further: potency means the concentration at half of the fitted maximal effect; on the % scale 0 is the no-effect control and ±100 the full control effect; nearly all actives have a fitted effect of over 65% in size
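IDH1-R132H (0.5 ug/mL dispensed) in pH 7.5 Tris buffer was preincubated 30 min with compound, then given a substrate mix of 0.016 mM NADPH and 2 mM alpha-KG for 80 min at room temperature; remaining NADPH was read by diaphorase/resazurin fluorescence.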
RGS4 inhibitor – Inhibitors of Regulator of G Protein Signaling (RGS) 4: qHTS; Transcreener GDP fluorescence polarization, RGS4-accelerated GTP hydrolysis; Potency, µM (highest dose often 114 µM), for inactives: at the highest dose activity change, negative = inhibition, usual class: inhibitors; 390,000 tested, 0.039% active; further: potency means the concentration at half of the fitted maximal effect; on the % scale 0 is the no-effect control and ±100 the full control effect; nearly all actives have a fitted effect of over 75% in size; some results filed as inactive show a strong effect at the top dose
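MLSMR compounds (23 nl, pin-transferred) preincubated 10 min at room temperature with a 500nM (2x) first reagent, then RGS4 at 900nM (2x) plus Transcreener GDP mix added; fluorescence polarization (620/688 nm) read before and after 90 min at 30 °C.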
TrxR1 substrate – qHTS Assay for Substrates of Mammalian Selenoprotein Thioredoxin Reductase 1 (TrxR1): qHTS; Thioredoxin reductase 1, cytoplasmic (Rattus norvegicus), O89049; AID 588456, 2011; purified TrxR1 substrate turnover, NADPH consumption readout; 390,000 tested, 0.01% active; Potency, µM (titrated, usually from 114 µM), inactives show at the top dose activity change, negative = substrate turnover; further: potency means the concentration at half of the fitted maximal effect; on the % scale 0 is the no-effect control and ±100 the full control effect; nearly all actives have a fitted effect of over 50% in size
Target sequence (O89049 whole entry, looked up): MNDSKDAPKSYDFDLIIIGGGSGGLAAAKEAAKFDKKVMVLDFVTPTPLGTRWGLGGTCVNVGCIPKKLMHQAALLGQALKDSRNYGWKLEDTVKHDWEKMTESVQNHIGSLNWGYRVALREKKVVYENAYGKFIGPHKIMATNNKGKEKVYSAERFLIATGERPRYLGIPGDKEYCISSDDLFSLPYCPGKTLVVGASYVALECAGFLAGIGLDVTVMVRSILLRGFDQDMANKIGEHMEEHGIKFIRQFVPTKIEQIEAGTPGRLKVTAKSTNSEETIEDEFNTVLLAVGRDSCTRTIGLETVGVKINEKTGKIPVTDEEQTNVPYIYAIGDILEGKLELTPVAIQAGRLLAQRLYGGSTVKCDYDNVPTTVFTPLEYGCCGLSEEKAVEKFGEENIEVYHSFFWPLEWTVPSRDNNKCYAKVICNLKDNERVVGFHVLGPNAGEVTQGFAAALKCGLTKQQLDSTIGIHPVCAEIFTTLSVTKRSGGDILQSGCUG
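Rat TrxR1, dispensed at 90 nM, was prereduced with 400 uM NADPH (final) for 5 min at ~22 deg C, then incubated with compound 15 min before 400 uM selenite. A first-read NADPH fluorescence drop versus no-compound background flagged substrates.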
Vif-A3G inh – qHTS for Inhibitors of Vif-A3G Interactions: qHTS; 410,000 tested, 0.076% active; DNA dC->dU-editing enzyme APOBEC-3G (Homo sapiens), Q9HC16; HeLa A3G-eYFP + Vif (tagged APOBEC3G with the HIV-1 protein that degrades it), YFP fluorescence, overnight; Potency, µM (series often up to 46.1 µM), inactives show at the top dose activity, negative = active, usual class: inhibitors;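 further: potency means the concentration at half of the fitted maximal effect; on the % scale 0 is the no-effect control and ±100 the full control effect; nearly all actives have a fitted effect of over 60% in size; hits raise eYFP signal because A3G escapes Vif-driven loss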
Target sequence (Q9HC16 whole entry, looked up): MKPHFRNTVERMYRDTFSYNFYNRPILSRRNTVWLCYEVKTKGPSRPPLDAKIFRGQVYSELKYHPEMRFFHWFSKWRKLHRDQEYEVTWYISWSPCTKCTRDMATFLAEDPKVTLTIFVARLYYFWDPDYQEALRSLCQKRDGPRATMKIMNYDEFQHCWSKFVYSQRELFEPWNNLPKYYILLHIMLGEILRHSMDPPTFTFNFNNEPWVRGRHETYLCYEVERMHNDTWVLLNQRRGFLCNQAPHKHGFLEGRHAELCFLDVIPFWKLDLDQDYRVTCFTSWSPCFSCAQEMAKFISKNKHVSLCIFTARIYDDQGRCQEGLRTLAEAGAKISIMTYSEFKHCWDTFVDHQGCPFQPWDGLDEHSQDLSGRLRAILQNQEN
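Read-out is eYFP fluorescence (Ex 488/Em 500-530) from Vif-expressing HeLa A3G-eYFP cells; more signal means A3G escaped Vif-mediated degradation. Cells plated overnight, compound pinned in, incubated overnight at 37 deg C.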
TrxR1 inh – qHTS Assay for Inhibitors of Mammalian Selenoprotein Thioredoxin Reductase 1 (TrxR1): qHTS. Thioredoxin reductase 1, cytoplasmic (Rattus norvegicus), O89049. recombinant rTrxR1, NADPH fluorescence consumption, selenite substrate. Potency, µM (doses to about 114 µM), for the others: top-dose activity change, negative = inhibition, hits mostly inhibitors. 390,000 tested, 1% active; further: potency means the concentration at half of the fitted maximal effect; on the % scale 0 is the no-effect control and ±100 the full control effect; nearly all actives have a fitted effect of over 65% in size
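Rat TrxR1 (90 nM in the dispensed reagent) was pre-reduced with 400 uM NADPH for 5 min at room temperature, then incubated with compound for 15 min. After 400 uM selenite was added, NADPH fluorescence (Ex 340/Em 450 nm) was followed for 8 min.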
USP1 inh – Inhibitors of USP1/UAF1: Primary Screen | Ubiquitin carboxyl-terminal hydrolase 1 (Homo sapiens), O94782 | recombinant USP1/UAF1, Ub-Rhodamine cleavage fluorescence | Potency, µM (titrated, usually from 57.1 µM), inactives show at the highest dose activity change, negative = inhibition, hits mostly inhibitors | 390,000 tested, 0.23% active; further: potency means the concentration at half of the fitted maximal effect; on the % scale 0 is the no-effect control and ±100 the full control effect; nearly all actives have a fitted effect of over 60% in size; inactives centre near -12
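In this screen, compounds sit with the deubiquitinase complex (1nM) for 15 min at room temperature before Ub-Rho is added at 150nM final. Fluorescence rise is then followed for 6 reads every 60 seconds.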
GRP78 ERSR act – qHTS for Inducers of the Endoplasmic Reticulum Stress Response (ERSR) in Human Glioma: qHTS; AID 602332, 2012; 420,000 tested, 0.02% active; Potency, µM, without a hit: at the highest dose activation, usual class: activators; U87-MG GRP78 promoter luciferase reporter, 16 h; further: potency means the concentration at half of the fitted maximal effect; series mostly up to about 76 µM; % of control where 0% means no effect; nearly all actives have a fitted effect of over 35% in size
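Stably transfected U87-MG human glioma cells carrying a GRP78-based luminescent sensor were seeded at 1000 cells/well, pin-dosed with compounds and incubated 16 h. Luciferase reagent was then added, and end-point luminescence was read after 10 min at room temperature.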
* hit, by the source's call; ? = inconclusive; · = no result given; & = joins results of further samples; [ ] = remark or other dose. Unless noted, the call rests on the fitted dose curve; in most records, active means well fitted curve in the direction sought with a large enough effect; inconclusive means small, poorly fitted or top-dose-only effect, or another doubt; inactive means no such curve, though single readings can be large; an effect the other way counts as inactive or inconclusive.

Results follow in this order: Vif-APOBEC3F blk	LDHA block	mIDH1 inhibitor	RGS4 inhibitor	TrxR1 substrate	Vif-A3G inh	TrxR1 inh	USP1 inh	GRP78 ERSR act
COc1ccc(CN(C(=O)c2cnccn2)C(C(=O)NC(C)(C)C)c2cc(OC)c(OC)c(OC)c2)cc1 (stereo not given)
 : ·	-3	-2%	6%	-7%	1%	-5%	-16%	-4%
OCC1CCCCN1CC(O)COC(c1ccc(F)cc1)c1ccc(F)cc1 (stereo not given)
 : -2%	-17	-1%	11%	1%	2%	15%	-17%	-9%
O=C(Nc1ccccc1-c1ccccc1)C1CCCN(c2ncccn2)C1 (stereo not given)
 : -10%	-6	1%	37%	7%	-5%	9%	-11%	-1%
O=C1C(=O)C(c2ccccc2)C(=O)C1c1ccccc1 (stereo not given)
 : -1%	-15	21%	23%	1%	-9%	9%	-3%	1%
Cc1ccc(Nc2nc(Cl)c(C=O)s2)cc1Cl
 : 22µM*	-5	-1%	-7%	7%[57.1 µM]	?	22%[57.1 µM]	-18%	6%
Nn1c(SCC(=O)Nc2cccc(Br)c2)nnc1C1CC1
 : 2%	1	2%	-7%	6%	-1%	21%	-21%	-2%
CCN(CC)Cc1c(C(=O)N/N=C/c2ccccn2)nnn1-c1nonc1N
 : 9%	8	14%	-14%	2%[0.457 µM]	-1%	7%	-24%	-3%
CN(C)S(=O)(=O)c1ccc(NC(=O)N2CCOCC2)cc1
 : 6%	0	6%	-18%	3%	-3%	5%	-17%	-1%
COc1ccccc1NC(=O)CCc1c(C)[nH]c(=O)c(C#N)c1C
 : 0%	-6	-7%	-20%	4%[57.1 µM]	-3%	9%[57.1 µM]	-12%	-3%
O=C(NNC(=S)NC(=O)c1ccc(F)cc1)c1cccnc1
 : -9%	-2	-1%	-29%	-10%	-5%	?	-15%	-3%
COc1ccccc1/C=C/c1nc(C#N)c(N(C)C)o1
 : 3%&-3%	-4&-7	6%&-3%	8%&6%	627%[activator]	-6%&-2%	-11%	-15%&-4%	-2%&0%
COCCN1CCN(C(=O)C2CCC(=O)N(CCc3ccc(Cl)cc3)C2)CC1 (stereo not given)
 : -19%	-5	13%	27%	-14%	2%	?	-2%	-3%
CC1CCCCC12NC(=O)N(CC(=O)N1CCN(C(=O)c3ccco3)CC1)C2=O (stereo not given)
 : -6%	-2	4%	10%	3%	-3%	-20%	-2%	-1%
COc1ccc(Cn2c(C)c(C)c(C#N)c2NC(=O)Nc2cccc(Cl)c2)cc1
 : -14%	1	3%	?	-8%	-1%	-14%	-12%	1%
O=C(O)c1nn(CC(=O)N2CCN(c3ccccc3)CC2)c(=O)c2ccccc12
 : -20%	-12	-2%	-17%	6%	7%	17%	-19%	-3%
COc1ccc(C(=O)n2nc(-c3ccc(C)cc3)nc2N)cc1OC
 : -1%	-7	9%	-33%	2%	-15%	-7%	-5%	-5%
CCOC(=O)C1(NC(=O)C2(NC(=O)CN3C(=O)c4ccccc4C3=O)CCCC2)CCCC1
 : -7%	-9	10%	35%	-10%	0%	15%[57.1 µM]	-5%	-1%
COc1cccc(C(=O)Nc2cc(S(=O)(=O)N3CCOCC3)ccc2N2CCOCC2)c1
 : -1%	-9	-3%	-9%	-5%	3%	8%	-3%	4%
CCC(Sc1nc2nccnc2c(=O)n1Cc1ccc(OC)cc1)C(=O)NC1CCCCC1 (stereo not given)
 : -9%	-2	-11%	-8%	4%	-6%	8%	-20%	-2%
O=C(Cn1nnc(-c2ccccc2F)n1)Nc1ccc2c(c1)OCO2
 : -1%	2	-1%	1%	2%	-4%	15%	-23%	0%
CC(=O)c1cccc(NC(=O)C2CCN(c3ncnc4c3nc3n4CCCCC3)CC2)c1
 : -4%	-1	-5%	-10%	3%	-1%	10%	-2%	-2%
COC(=O)c1ccc(NC(=O)CCn2cccn2)cc1
 : -2%	-2	12%	-31%	-3%[57.1 µM]	3%	-1%[57.1 µM]	-15%	-3%
O=C(c1ccccc1Oc1ccccc1)N1CCN(c2ccc(F)cc2)CC1
 : 4%	-2	3%	-12%[11.4 µM]	6%[57.1 µM]	-1%	?	9%	-3%
OCc1cccc[n+]1CCc1ccccc1
 : -31%	0	1%	-45%	13%[57.1 µM]	0%	17%[11.4 µM]	3%	-3%
N#CCCn1cnc2ccccc21
 : ·	0	6%	-2%	-4%	-1%	-3%	-12%	-3%
O=S(=O)(c1ccc(N2CCCC2)nc1)N1CCCC1
 : ?	-2	-3%	10%	1%[57.1 µM]	-4%	9%[57.1 µM]	-18%	-3%
COc1ccc(CC(=O)Nc2nc3ccc(F)cc3s2)cc1S(=O)(=O)N1CCOCC1
 : 0%	-6	0%	7%	-2%	0%	19%	6%	-8%
C[C@H](CO)N1C[C@H](C)[C@H](CN(C)S(=O)(=O)c2ccc(Cl)cc2)OCc2ccccc2-c2c(n(C)c3ccccc23)C1=O
 : -11%	-13	1%	·	·	-13%	·	-18%	-4%
N#Cc1ccccc1OCC(=O)OCC(=O)NC1CCCC1
 : 0%	-10	2%	16%	-2%	1%	7%	-11%	2%
CCC(CC)Nc1ccc(C(CC(N)=O)NC(=O)Cc2ccc(Br)cc2)cc1[N+](=O)[O-] (stereo not given)
 : ?	-7	-17%	2%	2%	-16%	3%	?	-7%

2 entries drawn at random from the list so far, as already listed:
Results follow in this order: Vif-APOBEC3F blk	LDHA block	mIDH1 inhibitor	RGS4 inhibitor	TrxR1 substrate	Vif-A3G inh	TrxR1 inh	USP1 inh	GRP78 ERSR act
COc1ccc(Cn2c(C)c(C)c(C#N)c2NC(=O)Nc2cccc(Cl)c2)cc1
 : -14%	1	3%	?	-8%	-1%	-14%	-12%	1%
Nn1c(SCC(=O)Nc2cccc(Br)c2)nnc1C1CC1
 : 2%	1	2%	-7%	6%	-1%	21%	-21%	-2%

Part of the list above, showing only LDHA block, TrxR1 inh and mIDH1 inhibitor.
SMILES | LDHA block | TrxR1 inh | mIDH1 inhibitor
OCc1cccc[n+]1CCc1ccccc1 | 0 | 17%[11.4 µM] | 1%
N#CCCn1cnc2ccccc21 | 0 | -3% | 6%

Going on with the list.
Compound,Vif-APOBEC3F blk,LDHA block,mIDH1 inhibitor,RGS4 inhibitor,TrxR1 substrate,Vif-A3G inh,TrxR1 inh,USP1 inh,GRP78 ERSR act
Cc1cc(OC(C)C(=O)NCCc2c[nH]c3ccccc23)c2c(C)cc(=O)oc2c1 (stereo not given),0%,5,-9%,-6%,-7%,-2%,-5%,-8%,-2%
O=C(Cc1cccc(C(F)(F)F)c1)NCc1ccc(Cl)cc1,0%,-3,15%,1%,2%[57.1 µM],-2%,-5%[57.1 µM],-16%,1%
CCc1ccc(S(=O)(=O)N/N=C\c2ccc([N+](=O)[O-])o2)cc1,?,-3,0%,-7%,-6%,0%,14µM*,-18%,-3%
CCOC(=O)c1ccc2c(c1)NC(=O)C(N1CCN(c3ccc(OC)cc3)CC1)S2 (stereo not given),?,-6,-3%,7%,-1%,-12%,9%,-9%,-2%
O=C(CN(Cc1cccs1)C(=O)CNS(=O)(=O)c1ccc(F)cc1)NCc1ccco1,5%,-4,15%,31%,5%[57.1 µM],1%,5%[57.1 µM],-3%,-3%
C=CC[C@H](CC(=O)N(CCO)Cc1ccccc1)C(=O)N[C@@H](COC(=O)[C@H](CC=C)CC(=O)OC(C)(C)C)Cc1c[nH]c2ccccc12,6%,6,11%,-26%,-3%,-8%,13%,-16%,0%
CC(C)[C@H](N[C@@H](C)c1ccccc1)c1c(O)ccc2ccccc12,-7%,5,2%,-4%,7%,-7%,6%,-16%,0%

Molecules from the list above that have bromine, in the order listed:
Compound,Vif-APOBEC3F blk,LDHA block,mIDH1 inhibitor,RGS4 inhibitor,TrxR1 substrate,Vif-A3G inh,TrxR1 inh,USP1 inh,GRP78 ERSR act
Nn1c(SCC(=O)Nc2cccc(Br)c2)nnc1C1CC1,2%,1,2%,-7%,6%,-1%,21%,-21%,-2%
CCC(CC)Nc1ccc(C(CC(N)=O)NC(=O)Cc2ccc(Br)cc2)cc1[N+](=O)[O-] (stereo not given),?,-7,-17%,2%,2%,-16%,3%,?,-7%

An excerpt (hit frequency here may not be typical).
